Lipid storage S3 = qHTS Assay for Lipid Storage Modulators in Drosophila S3 Cells; Drosophila S3 cells, BODIPY lipid droplet fluorescence, 18-24 h; cells fed with added oleic acid; lipid storage change, negative = inhibition, % at the top dose, mostly 46.1 µM; hits show Potency in µM; 0.64% of 320,000 active; active = well fitted inhibition curve with a large enough effect in the signal ratio, with a control signal flat, not every such curve was filed as active; inconclusive = small, poorly fitted or top-dose-only effect, or effect the other way, or a change in a side signal; the % refers to the signal ratio
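Drosophila S3 cells loaded with oleic acid (400 uM, as added) and compounds at several concentrations; lipid droplets imaged by 488-nm laser-scanning cytometry, 500–530 nm intensity and object ratio to cell channel. Percent activity normalized to 20 uM Triacsin C.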
Lipid storage S3 cell count max = further read-out of Lipid storage S3, marked with its call; cell number change, %; measured here: cell count max response;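 cells counted by Cell Tracker Red CMTPX staining in the red channel; peak over a dose series mostly up to 46.1 µM; percent activity relative to internal control wells on each plate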
* marks the source's active call; other numbers are inactive results. % is set by controls: 0 for no effect and ±100 for the full control effect; potency is the fitted concentration of half-maximal effect.

`O=C(COC(=O)c1cncc(Br)c1)NCc1ccc2c(c1)OCO2` gave Lipid storage S3 inconclusive.
`O=C(Nc1cc(=O)[nH]c2ncnn12)c1ccccc1Cl` gave Lipid storage S3 inconclusive.
Screening CCOCCCNc1nc2ccccc2[nH]1 returned Lipid storage S3 inconclusive.
Screening CCOC(=O)C1C(c2ccc(O)c(O)c2)NC(=S)NC1(O)C(F)(F)F (stereo not given) returned Lipid storage S3 inconclusive.
Screening O=C(CSc1n[nH]c(=O)[nH]c1=O)c1ccccc1 returned Lipid storage S3 -27.2%.
Screening CCCCn1c(SCC(=O)NCCc2ccc(OC)c(OC)c2)nc2c1c(=O)n(C)c(=O)n2C returned Lipid storage S3 9.6% and Lipid storage S3 cell count max -3.4.
COC(=O)[C@H]1[C@H]2C[C@@H]3c4[nH]c5cc(OC)ccc5c4CCN3C[C@H]2C[C@@H](OC(=O)c2ccc(N)cc2)[C@@H]1OC was read as Lipid storage S3 -9.6% and Lipid storage S3 cell count max 12.0.
Screening CC1(C)CC(=O)C2=C(C1)Nc1[nH]c(=S)[nH]c(=O)c1C2c1ccccc1 (stereo not given) returned Lipid storage S3 inconclusive.
CCOc1cc(CNc2ccc(N(C)C)cc2)cc(Br)c1OCC(=O)NC(C)(C)C was read as Lipid storage S3 inconclusive.
Screening CCOc1ccc(CN2CCN(Cc3[nH]c4ccc(OC)cc4c3C)CC2CCO)cc1 (stereo not given) returned Lipid storage S3 -1.4% and Lipid storage S3 cell count max -10.6.
For Cc1ccc(NNC2CC(=O)N(c3cccc(Cl)c3)C2=O)cc1 (stereo not given) the results were Lipid storage S3 inconclusive.
`CCOc1ccc(NC(=S)N(CC)Cc2ccccc2)cc1` gave Lipid storage S3 -0.1% and Lipid storage S3 cell count max 10.0.
`O=C1CCCC/C1=C/Nc1ccc2c(c1)OCO2` gave Lipid storage S3 inconclusive.
For CCn1c(SCC(=O)Nc2ccc(Br)cn2)nnc1C1CC1 the results were Lipid storage S3 inconclusive.
O=C1CC(c2ccccc2)n2nc(N3C(=O)CCC3=O)nc2N1 (stereo not given) was read as Lipid storage S3 inconclusive.

The list goes on, starting with the last 3 of the part before.
`O=C1CCCC/C1=C/Nc1ccc2c(c1)OCO2` gave Lipid storage S3 inconclusive.
For CCn1c(SCC(=O)Nc2ccc(Br)cn2)nnc1C1CC1 the results were Lipid storage S3 inconclusive.
O=C1CC(c2ccccc2)n2nc(N3C(=O)CCC3=O)nc2N1 (stereo not given) was read as Lipid storage S3 inconclusive.
For CC(C)NC(=O)C(=O)NCC(c1ccc2c(c1)OCO2)N1CCOCC1 (stereo not given) the results were Lipid storage S3 -1.5% and Lipid storage S3 cell count max 4.3.
For COCCOC(=O)c1c(NC(=O)CN2CCCc3ccccc32)sc(C(N)=O)c1C the results were Lipid storage S3 0.4% and Lipid storage S3 cell count max 6.3.
Clc1ccc(-c2cc(COc3ccccc3)on2)cc1 was read as Lipid storage S3 15.7% and Lipid storage S3 cell count max 9.9.
For Cc1c(NC2(C#N)CCCCC2)c(=O)n(-c2ccccc2)n1C the results were Lipid storage S3 inactive.
For CN(C)c1nc(NC(C)(C)C)nc(SCC(=O)Nc2ccccc2)n1 the results were Lipid storage S3 inconclusive.
CCCCNC(=S)N/N=C1\C(=O)c2cccc3cccc1c23 was read as Lipid storage S3 inconclusive.
For Cn1nc(C(=O)N2CCN(c3cccc(Cl)c3)CC2)c2c1-c1ccccc1S(=O)(=O)C2 the results were Lipid storage S3 inconclusive.
`Cc1nn(-c2ccccc2)c2sc(C(=O)C(C#N)c3ccccn3)cc12` (stereo not given) gave Lipid storage S3 inconclusive.
Screening O=C(COC(=O)c1cccs1)NC12CC3CC(CC(C3)C1)C2 returned Lipid storage S3 inconclusive.
For COc1ccc(N(CC(=O)Nc2cc(Cl)ccc2C)S(=O)(=O)c2c(C)noc2C)cc1 the results were Lipid storage S3 inactive and Lipid storage S3 cell count max 12.4.
`COc1ccc(-c2nn(-c3ccccc3)cc2/C=N/NC(N)=S)cc1OC` gave Lipid storage S3 -18.8% and Lipid storage S3 cell count max -17.1.
`CCCCCC(=O)c1ccc(O)cc1O` gave Lipid storage S3 inconclusive.
Screening CCCCN(C(=O)c1ccc(N2CCCC2=O)cc1)c1c(N)n(Cc2ccccc2)c(=O)[nH]c1=O returned Lipid storage S3 inconclusive.
Screening Cc1cc(C)c(C#N)c(SCc2ccc(C(=O)O)cc2)n1 returned Lipid storage S3 inconclusive.
For O=S(=O)(Nc1cccc(Oc2cnccn2)c1)c1ccc(F)cc1 the results were Lipid storage S3 inactive and Lipid storage S3 cell count max 20.6.
Screening CCSc1ncc(Cl)c(C(=O)Nc2ccc(S(=O)(=O)Nc3ncccn3)cc2)n1 returned Lipid storage S3 inconclusive.
For CCN(CC)C(=O)Cn1cc(C(=O)C(=O)N2CCN(C)CC2)c2ccccc21 the results were Lipid storage S3 -27.4% and Lipid storage S3 cell count max 0.7.
`COc1ccccc1C(=O)NCCC(=O)NC(C)c1ccc(-n2ccnc2)cc1` (stereo not given) gave Lipid storage S3 inconclusive.
CCc1ccc2c(CSc3nnnn3C)cc(=O)oc2c1 was read as Lipid storage S3 7.0% and Lipid storage S3 cell count max 13.9.
COCc1cc(C)nc(Nc2ccc(C)c(C)c2)c1C#N was read as Lipid storage S3 -23.9%.
Screening CC(=O)c1ccc(-c2ccc(C(=O)N3CCC(C(N)=O)CC3)o2)cc1 returned Lipid storage S3 inconclusive.
COC(=O)c1cc(OC)c(OC)cc1NC(=S)N1CCCC(CO)C1 (stereo not given) was read as Lipid storage S3 inconclusive.
For COc1ccc(C2Nc3ccc4ccccc4c3-c3c2c(=O)oc2ccccc32)cc1 (stereo not given) the results were Lipid storage S3 inconclusive.
Screening O=C(CCCCn1c(=S)[nH]c2ccsc2c1=O)NCc1ccc2c(c1)OCO2 returned Lipid storage S3 inconclusive.
For Cn1nc(-c2ccccc2)c(-c2nc(-c3cccc(Cl)c3)no2)c1Cl the results were Lipid storage S3 inconclusive.
`O=C(CCN1C(=O)c2cccc3cccc(c23)C1=O)NCC1CCCO1` (stereo not given) gave Lipid storage S3 inconclusive.
For CC(=O)c1ccc(NC(=O)COC(=O)c2ccc(F)cc2F)cc1 the results were Lipid storage S3 inconclusive.
COc1cc(NC(=O)C2CC(c3cccc(OC)c3OC)=NO2)cc(OC)c1OC (stereo not given) was read as Lipid storage S3 inconclusive.
For CCCCN(CC)CCCNC(=O)c1cc2cc3ccc(OC)cc3nc2o1 the results were Lipid storage S3 -9.9% and Lipid storage S3 cell count max -9.1.
Screening O=C(NC1CC1)C1CCN(C2CCN(C(=O)/C=C/c3cccs3)CC2)CC1 returned Lipid storage S3 inconclusive.
COc1ccc(COC(=O)N/N=C(\C)CC(=O)NCc2ccc(Cl)cc2)cc1 was read as Lipid storage S3 3.8% and Lipid storage S3 cell count max 15.7.
Screening Cc1ccc(NC(=O)c2cc(N(C)C)ccc2[P+](=O)O)cc1 returned Lipid storage S3 -2.3% and Lipid storage S3 cell count max 17.1.
For CCOc1ccccc1-c1nc2c([nH]1)c(=O)n(C)c(=O)n2C the results were Lipid storage S3 inconclusive.
Screening CC(C)C(c1nnnn1Cc1cccs1)N1CCN(C(=O)c2ccco2)CC1 (stereo not given) returned Lipid storage S3 inconclusive.
Screening CC1Cc2ccccc2N1C(=O)COc1cccc(-n2cnnn2)c1 (stereo not given) returned Lipid storage S3 inconclusive.
Screening CC(C)C[C@H](NC(=O)NCc1ccc(Cl)cc1)C(=O)O returned Lipid storage S3 6.51µM* and Lipid storage S3 cell count max -1.5*.
COC(=O)COc1ccccc1C(=O)Nc1ccc(OC)cc1 was read as Lipid storage S3 inconclusive.
Cc1nonc1NC(=O)c1ccc(Cl)c(S(=O)(=O)N2CCCCC2)c1 was read as Lipid storage S3 inactive and Lipid storage S3 cell count max -11.0.
For Cn1c(=O)cc(SCC(=O)NCC2CCCO2)c2ccc(Cl)cc21 (stereo not given) the results were Lipid storage S3 0.8% and Lipid storage S3 cell count max -5.7.
`CCC(C)NC(=O)Cn1c(=O)sc2ccccc21` (stereo not given) gave Lipid storage S3 7.7% and Lipid storage S3 cell count max 7.4.
`CCOc1ccc(C(=O)N2CCn3c2nc2ccccc23)cc1` gave Lipid storage S3 -3.9% and Lipid storage S3 cell count max 1.7.
COc1ccc(-c2csc(NC(=O)CC(C)C)n2)cc1 was read as Lipid storage S3 -5.3% and Lipid storage S3 cell count max -21.2.
`NS(=O)(=O)c1ccc(NC(=O)C2C3C=CC(C3)C2C(=O)O)cc1` (stereo not given) gave Lipid storage S3 inactive.
Screening COc1cccc(/C=N/Nc2nn3cnnc3c3ccccc23)c1O returned Lipid storage S3 inconclusive.
Cc1cc(=O)[nH]c(SCC(=O)Nc2ccc(C(=O)O)cc2)n1 was read as Lipid storage S3 inconclusive.
For COc1ccc(S(=O)(=O)N2CCc3ccccc32)cc1C(=O)NC1(C)CCS(=O)(=O)C1 (stereo not given) the results were Lipid storage S3 inactive and Lipid storage S3 cell count max -14.0.
NNC(=O)COc1ccc2oc3c(c2c1)CCCC3 was read as Lipid storage S3 inactive and Lipid storage S3 cell count max 10.5.
CCCCc1nc2cc(C(=O)N3CCCC(OCCC)C3)ccc2o1 (stereo not given) was read as Lipid storage S3 inconclusive.
For O=C(Nc1ccsc1C(=O)O)c1ccccc1Cl the results were Lipid storage S3 inconclusive.
Screening COCCNc1ccc([N+](=O)[O-])cc1C(=O)NC1CCCc2ccccc21 (stereo not given) returned Lipid storage S3 inconclusive.
Screening CC(C)c1ccc(OCC(=O)NNC(=S)NC(=O)c2cccs2)c(Br)c1 returned Lipid storage S3 inconclusive.
For COc1ccc(CNC(=O)CN2C(=O)NC(C)(c3ccc(C(C)(C)C)cc3)C2=O)cc1 (stereo not given) the results were Lipid storage S3 2.8% and Lipid storage S3 cell count max 5.7.
For O=C(NCc1ccccc1)c1ccc2nnsc2c1 the results were Lipid storage S3 9.8% and Lipid storage S3 cell count max 8.6.
Screening COc1ccc(-n2cc(C#N)c(=O)n(Cc3ccc(F)cc3)c2=O)cc1 returned Lipid storage S3 inconclusive.
Screening O=C(c1ccc(S(=O)(=O)c2ccc(F)cc2)c([N+](=O)[O-])c1)N1CCCCCC1 returned Lipid storage S3 -21.9% and Lipid storage S3 cell count max 3.5.
For CCOC(=O)C1CCCN(CC(=O)Nc2c(C(=O)OC)[nH]c3ccc(Br)cc23)C1 (stereo not given) the results were Lipid storage S3 inconclusive.
`CCc1ccccc1NC(=O)CN(C)C(=O)CSc1nn(-c2ccc(F)cc2)c(=S)s1` gave Lipid storage S3 inconclusive.
CCCN(CCC)S(=O)(=O)c1cc(Br)cc2c1N(C(=O)CC)CC2 was read as Lipid storage S3 inactive.
For CCN(CC)S(=O)(=O)c1ccc(C)c(NC(=O)COc2ccc(Cl)cc2Br)c1 the results were Lipid storage S3 inconclusive.
For CCCCn1c(=O)c(CCC(=O)OC(C)C(=O)Nc2cccc(Cl)c2Cl)nc2ccccc21 (stereo not given) the results were Lipid storage S3 6.8% and Lipid storage S3 cell count max 25.8.

Sorted by length of the SMILES (rising): five of the compounds above.
CCCCc1nc2cc(C(=O)N3CCCC(OCCC)C3)ccc2o1 (stereo not given) was read as Lipid storage S3 inconclusive.
Screening COCCNc1ccc([N+](=O)[O-])cc1C(=O)NC1CCCc2ccccc21 (stereo not given) returned Lipid storage S3 inconclusive.
For CCOC(=O)C1CCCN(CC(=O)Nc2c(C(=O)OC)[nH]c3ccc(Br)cc23)C1 (stereo not given) the results were Lipid storage S3 inconclusive.
For COc1ccc(CNC(=O)CN2C(=O)NC(C)(c3ccc(C(C)(C)C)cc3)C2=O)cc1 (stereo not given) the results were Lipid storage S3 2.8% and Lipid storage S3 cell count max 5.7.
Screening O=C(c1ccc(S(=O)(=O)c2ccc(F)cc2)c([N+](=O)[O-])c1)N1CCCCCC1 returned Lipid storage S3 -21.9% and Lipid storage S3 cell count max 3.5.

Other entries:
Screening CCOC(=O)c1[nH]c2ccc(Br)cc2c1NC(=O)CCN1CCN(C(=O)OCC)CC1 returned Lipid storage S3 inconclusive.
`Cc1ccc(Cl)cc1NC(=O)CN1C(=O)NC2(CCCCCC2)C1=O` gave Lipid storage S3 inconclusive.
Screening CCOC(=O)C(C)Sc1nnc(Cc2cc(=O)[nH]c(=O)[nH]2)n1-c1ccc(Cl)cc1 (stereo not given) returned Lipid storage S3 9.5% and Lipid storage S3 cell count max 8.0.
Screening CCOC(=O)c1sc(NC(=O)CSc2nc3ccccc3o2)c(C(=O)OCC)c1C returned Lipid storage S3 -9.2% and Lipid storage S3 cell count max -3.8.
O=C(c1cccs1)N(Cc1ccc(F)cc1)C1CCS(=O)(=O)C1 (stereo not given) was read as Lipid storage S3 inconclusive.
Brc1ccc(C2=CSC3=NCCN23)cc1 was read as Lipid storage S3 inconclusive.
Screening CSCCC(NS(=O)(=O)c1ccc(C)cc1)C(=O)N1CCN(S(=O)(=O)c2ccc(F)cc2)CC1 (stereo not given) returned Lipid storage S3 inconclusive.
CC(NC(=O)c1ccccc1NC(=O)CSc1nnnn1C)c1ccccc1 (stereo not given) was read as Lipid storage S3 inconclusive.
For O=C(Nc1ccccc1C(F)(F)F)c1cccnc1 the results were Lipid storage S3 17.1% and Lipid storage S3 cell count max 4.2.
O=C(Nc1cccc(C(F)(F)F)c1)c1cc(-c2cccs2)on1 was read as Lipid storage S3 9.1% and Lipid storage S3 cell count max -0.9.
Cc1ccc(C)c(-n2ccnc2SCC(=O)Nc2cccc(S(=O)(=O)NC3=NCCC3)c2)c1 was read as Lipid storage S3 inconclusive.
Screening CC(C)n1nnc2ccccc2c1=O returned Lipid storage S3 inactive and Lipid storage S3 cell count max 26.6.
`O=C(COC(=O)c1ccc(Br)cc1)NCCN1C(=O)CSC1=O` gave Lipid storage S3 inactive.

High-throughput results as filed in PubChem.

Not all compounds are listed; rates above refer to the full screens.
